NF-kB neuron act: activators of NF-kB expression in neurons, primary screen, cell-based, HTS; AID 1239, 2008; fold change at 12.5 µM; 1.6% of 190,000 active; human neuronal cells, NF-kB reporter expression; stronger effect = higher value; in the data active = fold change above about 3.3
PMI act hi M6P: human PMI activators, high substrate, primary screen, biochemical, fluorescence intensity, near-saturating mannose 6-phosphate | Mannose-6-phosphate isomerase (Homo sapiens), P34949 | coupled PMI enzyme assay, resazurin fluorescence, 20 min; stronger effect = higher value; 1 = untreated enzyme, 0 = substrate-free blank | activation factor at 20 µM | 0.34% of 190,000 active | AID 1216, 2008;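 active = activation factor of 2 or more at 20 µM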
Target sequence (P34949 whole entry, looked up): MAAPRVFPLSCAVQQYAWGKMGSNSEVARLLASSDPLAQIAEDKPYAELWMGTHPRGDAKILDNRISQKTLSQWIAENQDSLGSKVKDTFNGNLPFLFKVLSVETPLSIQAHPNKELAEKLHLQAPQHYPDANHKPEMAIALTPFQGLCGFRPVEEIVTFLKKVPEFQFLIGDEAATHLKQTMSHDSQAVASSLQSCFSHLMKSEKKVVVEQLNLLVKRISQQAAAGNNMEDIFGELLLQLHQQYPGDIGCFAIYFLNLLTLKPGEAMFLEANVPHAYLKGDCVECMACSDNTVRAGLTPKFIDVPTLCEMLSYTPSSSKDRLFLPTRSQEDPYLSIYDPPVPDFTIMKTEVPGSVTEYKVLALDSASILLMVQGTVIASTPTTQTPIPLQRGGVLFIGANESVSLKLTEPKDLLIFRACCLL
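Test system: human phosphomannose isomerase with PGI, G6PDH, diaphorase coupling enzymes; amount: 15 ng/mL PMI; incubation: enzyme reaction with compound 20 min at room temperature; technique: resorufin fluorescence (Ex 544/Em 590 nm) from resazurin via diaphorase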
APP 5'UTR act: activators of APP 5'UTR luciferase reporter, primary screen, SH-SY5Y cells | AID 1276, 2008 | SH-SY5Y APP 5'UTR luciferase reporter, luminescence; zero percent = DMSO vehicle wells | activation, % at 2 µM | 1% of 190,000 active;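 active = activation above a set limit, based on mean plus 3 SD of controls, cut at about 140% in these data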; note: values of inactives mirror those of a sister screen read the other way
FLuc inh counter: firefly luciferase enzyme inhibitors, primary screen, artefact control for luciferase-based inhibitor screens, biochemical, luminescence, ATPLite | Luciferin 4-monooxygenase (Photinus pyralis), P08659 | AID 1006, 2008 | 10 min | 1.5% of 200,000 active | inhibition, % at 10 µM;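 active = inhibition above about 50% when tested at 10 µM, limit read from the data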
Target sequence (P08659 whole entry, looked up): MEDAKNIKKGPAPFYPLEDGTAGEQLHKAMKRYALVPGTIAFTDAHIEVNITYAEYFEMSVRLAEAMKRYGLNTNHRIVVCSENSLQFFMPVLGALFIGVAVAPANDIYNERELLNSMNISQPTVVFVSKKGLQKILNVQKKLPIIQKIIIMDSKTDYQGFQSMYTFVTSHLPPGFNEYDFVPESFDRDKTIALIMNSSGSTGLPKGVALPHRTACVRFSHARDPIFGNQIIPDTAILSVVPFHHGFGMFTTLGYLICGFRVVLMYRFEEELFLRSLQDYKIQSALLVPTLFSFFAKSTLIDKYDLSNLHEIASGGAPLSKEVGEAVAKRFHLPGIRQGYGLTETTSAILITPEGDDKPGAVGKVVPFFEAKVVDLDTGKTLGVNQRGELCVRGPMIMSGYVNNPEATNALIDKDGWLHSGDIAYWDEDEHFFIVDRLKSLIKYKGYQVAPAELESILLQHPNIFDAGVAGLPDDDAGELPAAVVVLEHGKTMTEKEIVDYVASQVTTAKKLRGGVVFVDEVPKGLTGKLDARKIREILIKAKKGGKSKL
bIAP activator: bovine intestinal alkaline phosphatase activators, primary screen, biochemical, bovine IAP, CDP-star luminescence | purified bovine IAP, 30 min; stronger effect = higher value; fold of DMSO-control signal, blank-subtracted | AID 1016, 2008 | 0.17% of 200,000 active | alkaline phosphatase, intestinal [Bos taurus] | activation factor at 20 µM;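 active = activation factor of 2 or more at 20 µM, a signal rise over negative controls twice the positive control's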
PMI act: activators of human PMI, primary screen, biochemical, fluorescence intensity, near-Km mannose 6-phosphate | 0.005% of 190,000 active | purified human PMI, coupled resazurin fluorescence, 20 min; stronger effect = higher value; 1 = vehicle control, 0 substrate-free wells | AID 1214, 2008 | activation factor at 20 µM | Mannose-6-phosphate isomerase (Homo sapiens), P34949;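 active = activation factor of 2 or more at 20 µM, relative to plate controls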
TNAP inh hi DEA: human TNAP enzyme inhibitors, primary screen, biochemical, luminescent, high phosphate acceptor level, uHTS; 0.03% of 200,000 active; purified TNAP, CDP-star luminescence, 1 M DEA; Alkaline phosphatase, tissue-nonspecific isozyme (Homo sapiens), P05186; inhibition, % at 20 µM;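 active = over 50% inhibition of tissue-nonspecific alkaline phosphatase at 20 µM in the single-dose screen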;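 note: plate controls were DMSO wells for no effect and EDTA-quenched wells as full inhibition for full effect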
TNAP act hi DEA: TNAP activators at high phosphate acceptor level, primary screen, biochemical, luminescence, uHTS | activation factor at 20 µM | purified TNAP, CDP-star luminescence, 1 M DEA, 30 min; stronger effect = higher value; 0 = EDTA background, 1 = DMSO-only activity | 200,000 tested, under 10 active | AID 1136, 2008;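 active = activation factor at least 2 at 20 µM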
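Control set: EDTA negative control, DMSO positive control / Assay system: human TNAP / Quantity: TNAP 1/800 final / Evaluation: TNAP activation factor scaled between EDTA and DMSO control wells / Measured by: luminescent substrate turnover signal / Compound dosing: one dose, 20 µM / Times: 30 min enzyme reaction at room temperature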
TNAP inh no acc: human TNAP enzyme inhibitors, primary screen, biochemical, luminescent, no phosphate acceptor, uHTS; purified TNAP, CDP-star luminescence, 30 min; inhibition, % at 20 µM; 0.26% of 200,000 active;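 active = tissue-nonspecific alkaline phosphatase inhibition above about 50% at 20 µM in the single-dose screen, limit read from the data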;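 note: 0% = DMSO negative control and 100% = EDTA positive control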
FLuc stim CS: FLuc activators, initial screening, artefact control for FLuc-dependent activation tests, biochemical, ATPlite luminescence; ATPlite luciferase biochemical, 10 min; 0 = ATP-free wells, 1 = DMSO control; activation factor at 10 µM; 200,000 tested, under 10 active; AID 1027, 2008;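 active = luciferase activation factor, scaled between plate controls, of at least 2 with compound at 10 µM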
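Assay system – cell-free luciferase reagent · Medium – PBS-based ATP solution · Dosing – test compounds dosed from 2 mM stocks in 100% DMSO · Timing – 10 min, room temperature · Technique – light output (luminescence) · Measure – luminescence gain marking luciferase activators · Controls – No-ATP low control, compound-free enzyme-plus-ATP high control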
* marks the source's active call; other numbers are inactive results; . = no result given. Outcome played no part in choosing rows; 3.6% or so of the library scored in one or more.

SMILES | NF-kB neuron act | PMI act hi M6P | APP 5'UTR act | FLuc inh counter | bIAP activator | PMI act | TNAP inh hi DEA | TNAP act hi DEA | TNAP inh no acc | FLuc stim CS
O=C(NC1CCCC1)c1ccccc1OCc1ccccc1 | 0.96 | 0.9 | 8.5 | -2.7 | 1.2 | 1 | -2.6 | 1 | -6.0 | 1
O=C(NC1CCCCC1)c1cnn2c(C(F)(F)F)cc(-c3ccco3)nc12 | 0.76 | 0.9 | 17.4 | -6.1 | 1 | 0.9 | -2.3 | 1 | -4.8 | 1.1
COC(=O)Cn1c(CN2CCC(Cc3ccccc3)CC2)nc2c1c(=O)n(C)c(=O)n2C | 0.88 | 1 | -34.5 | -4.3 | 1.1 | 1 | -5.2 | 1.1 | -10.7 | 1
CNc1c([N+](=O)[O-])cnn1-c1ccccn1 | 0.99 | 0.9 | 4.9 | -8.6 | 1 | 0.9 | -4.1 | 1 | -6.1 | 1.1
CCCC(=O)NCCc1nc2ccccc2n1CCC | 1.19 | 1 | -6.1 | -9.1 | 1 | 1 | -0.1 | 1 | -10.1 | 1.1
COc1ccc(NC(=O)N2CCCC2C(=O)NCc2ccc(F)cc2)cc1 (stereo not drawn) | 1.11 | 1.1 | -9.6 | -4.8 | 1 | 1 | -1.0 | 1 | -8.1 | 1
Cc1onc(-c2ccccc2)c1C(=O)N(Cc1ccco1)Cc1cccs1 | 1.03 | 1 | 10.7 | 6.0 | 0.8 | 1.1 | 1.5 | 1 | -5.3 | 0.9
N=c1c(S(=O)(=O)c2ccccc2)cc2c(=O)n3ccccc3nc2n1CC1CCCO1 (stereo not drawn) | 0.93 | 0.9 | -2.6 | -6.8 | 0.9 | 0.8 | 2.6 | 1 | -0.5 | 1.1
COc1ccc2[nH]c(=O)c(CN(Cc3nnnn3Cc3ccc(F)cc3)CC3CCCO3)cc2c1 (stereo not drawn) | 1.09 | 1 | 1.0 | -5.6 | 1 | 1 | -5.5 | 1.1 | -13.0 | 1.1
O=C(CN1C(=O)NC2(CCOc3ccccc32)C1=O)Nc1ccc(F)c(F)c1F (stereo not drawn) | 0.84 | 0.9 | -3.4 | -9.2 | 0.9 | 1.1 | -0.2 | 1 | -0.2 | 1.1
Cc1ccc2[nH]c(=O)c(C3=NN(C(=O)CCC(=O)O)C(c4cccs4)C3)c(-c3ccccc3)c2c1 (stereo not drawn) | 0.95 | 1 | 9.4 | -2.6 | 1 | 1.1 | -6.5 | 1.1 | -9.6 | 1
CCOC(=O)CNC(=O)CSc1cc(C)nc2ccc(OC)cc12 | 2.01 | 1 | 1.1 | -5.2 | 1 | 0.9 | -6.1 | 1.1 | -7.2 | 1.1
CCn1c2ccccc2c2cc(NC(=O)C3CCN(S(=O)(=O)c4cccs4)CC3)ccc21 | . | 1.1 | . | 5.0 | 1.3 | 1.1 | -2.9 | 1 | -1.3 | 0.9
COc1cc(-c2[nH]ncc2CN2CCc3sccc3C2)cc(OC)c1OC | 1.09 | 1 | -15.0 | -4.8 | 1.1 | 1 | -6.4 | 1.1 | -13.4 | 1
c1ccc(-c2c(-c3ccccc3)n(Cc3ccco3)c3ncnc(NCCCn4ccnc4)c23)cc1 | 0.43 | 1 | 8.0 | -1.4 | 49.1* | 1 | -13.2 | 1.1 | -204.9 | 1
CCc1nc(N)c(C#N)c(-c2ccccc2OC)c1C | 0.99 | 0.9 | -21.7 | -3.5 | 0.9 | 0.9 | -2.3 | 1 | -6.2 | 1
O=C(OC1CCOC1=O)c1cccc(S(=O)(=O)N2CCc3ccccc3C2)c1 (stereo not drawn) | 1.24 | 1 | 26.4 | 1.5 | 0.9 | 1 | 0.1 | 1 | -7.4 | 1
C=CCC(C)(NCc1ccccc1)c1ccc(C)cc1 (stereo not drawn) | 0.89 | 1.3 | 9.2 | -5.0 | 0.7 | 1.1 | -0.5 | 1 | -19.0 | 1.1
CSC1=C(C#N)C(c2ccccc2Cl)C2=C(N1)c1ccccc1C2=O (stereo not drawn) | 1.18 | 1.5 | 11.0 | -6.0 | 0.9 | 1.2 | 2.3 | 1 | -0.8 | 1.1
CC(=O)Oc1ccc2ccccc2c1C(NC(=O)C(C)C)c1cccc([N+](=O)[O-])c1 (stereo not drawn) | 0.58 | 1.1 | 20.3 | -4.4 | 1.1 | 1.1 | -9.2 | 1.1 | -0.2 | 1
COc1ccc(-c2cc(C(=O)Nc3c(C)n(C)n(-c4ccccc4)c3=O)no2)cc1 | 1.1 | 1 | 21.5 | -5.6 | 1 | 1.1 | -0.2 | 1 | -6.9 | 1.1
O=C(CSc1ccc(C(F)(F)F)cc1[N+](=O)[O-])Nc1ccc2ccccc2c1 | 1.27 | 0.9 | -0.5 | -5.3 | 0.9 | 1 | 0.1 | 1 | -15.0 | 1.1
Cc1ccc2[nH]c3c(c2c1)CCN1C(=O)OC(C)(C)C31C (stereo not drawn) | 0.95 | 1.1 | -5.3 | -8.4 | 1.1 | 1.1 | 1.4 | 1 | -3.9 | 1.1
CCCCC(NC(=O)c1cccc(Br)c1)C(=O)O (stereo not drawn) | 1.05 | 1 | -3.8 | 0.5 | 1 | 1.1 | -3.2 | 1 | -3.8 | 1
COc1ccccc1NC(=O)c1c(NC(=O)c2ccco2)sc2c1CCC2 | 0.51 | 1 | -7.5 | -10.4 | 1 | 1 | -6.9 | 1.1 | -3.5 | 1.1
Cc1cccc(NCN2C(=O)c3ccccc3C2=O)c1 | 1.36 | 1 | -1.7 | -4.0 | 0.9 | 1 | -1.1 | 1 | -9.7 | 1
O=C(Nc1ccccc1Oc1ccccc1)C1CC1 | 0.95 | 1 | 6.5 | -1.6 | 0.8 | 1 | -0.7 | 1 | -11.0 | 1
COc1cccc(C2=NOC(C(=O)NCCCn3ccnc3)C2)c1 (stereo not drawn) | 1.04 | 1.1 | 12.9 | -4.8 | 1 | 1.1 | -5.7 | 1.1 | 7.1 | 1
CNS(=O)(=O)c1cccc(C(=O)OC2CCCCC2=O)c1 (stereo not drawn) | 0.98 | 1 | -5.2 | -0.3 | 1 | 1 | 1.1 | 1 | -11.6 | 1
CC(C)c1nc(SCc2ccccn2)c2c(=O)n(C)c(=O)n(C)c2n1 | 0.78 | 0.9 | . | -8.6 | 0.9 | 0.9 | -2.0 | 1 | -7.7 | 1.1

Given comma-delimited: part of the list above
structure,NF-kB neuron act,PMI act hi M6P,APP 5'UTR act,FLuc inh counter,bIAP activator,PMI act,TNAP inh hi DEA,TNAP act hi DEA,TNAP inh no acc,FLuc stim CS
Cc1ccc2[nH]c3c(c2c1)CCN1C(=O)OC(C)(C)C31C (stereo not drawn),0.95,1.1,-5.3,-8.4,1.1,1.1,1.4,1,-3.9,1.1
CCCCC(NC(=O)c1cccc(Br)c1)C(=O)O (stereo not drawn),1.05,1,-3.8,0.5,1,1.1,-3.2,1,-3.8,1
COc1ccccc1NC(=O)c1c(NC(=O)c2ccco2)sc2c1CCC2,0.51,1,-7.5,-10.4,1,1,-6.9,1.1,-3.5,1.1
Cc1cccc(NCN2C(=O)c3ccccc3C2=O)c1,1.36,1,-1.7,-4.0,0.9,1,-1.1,1,-9.7,1

Next part:
SMILES | NF-kB neuron act | PMI act hi M6P | APP 5'UTR act | FLuc inh counter | bIAP activator | PMI act | TNAP inh hi DEA | TNAP act hi DEA | TNAP inh no acc | FLuc stim CS
Cc1nn(C)cc1/C=N/NC(=O)C1(O)c2ccccc2-c2ccccc21 | 1.07 | 1 | -12.1 | -0.3 | 0.6 | 0.9 | 2.9 | 1 | -17.2 | 1
CCC(C)(C(=O)NC1CCCCC1)N(Cc1cccs1)C(=O)Cc1cccs1 (stereo not drawn) | 0.93 | 1 | -6.6 | -4.0 | 0.9 | 1 | -2.0 | 1 | -10.8 | 1
O=C1COc2ccc(C(=O)NCc3ccco3)cc2N1 | 1.1 | 0.9 | 6.2 | -6.1 | 0.9 | 1 | -2.2 | 1 | -10.6 | 1.1
CCCCNC(=O)CCn1c(=O)c2ccccc2n(CC(=O)NCCc2ccc(OC)c(OC)c2)c1=O | 1.5 | 1 | 2.5 | -1.7 | 1 | 1.1 | -4.8 | 1 | -10.2 | 1
Cc1ccc(-c2cn(-c3ccccc3)c(SCC(=O)NC3CCS(=O)(=O)C3)n2)cc1C (stereo not drawn) | 0.58 | 1 | 126.8 | 26.6 | 0.9 | 0.9 | -1.4 | 1 | -2.3 | 0.7
C=CCNC(=O)c1cc(=O)c2ccccc2o1 | 1.19 | 1 | 5.2 | -5.9 | 0.9 | 1 | -8.8 | 1.1 | -11.9 | 1.1
COc1cccc(C2/C(=C(\O)c3ccc4c(c3)OCCO4)C(=O)C(=O)N2CCN(C)C)c1 (stereo not drawn) | 1.11 | 1.2 | 8.3 | -4.5 | 1.1 | 1.1 | -1.8 | 1 | 7.0 | 1
O=C(O)CC(c1ccccc1)c1ccccc1 | 1.33 | 1.1 | -5.9 | -1.4 | 1 | 1.1 | -2.8 | 1 | -8.9 | 1
Cc1sc2ncnc(N3CCN(C(=O)c4ccco4)CC3)c2c1C | 0.94 | 1.1 | 3.5 | 0.7 | 1.1 | 1.1 | -2.1 | 1 | -5.8 | 1
CC(C)(C)c1ccc(S(=O)(=O)NNC(=O)C2CCN(Cc3cccc(F)c3)CC2)cc1 | 0.93 | 0.9 | 4.0 | -4.5 | 1 | 1 | -0.3 | 1 | -4.7 | 1
O=C(C1=C[C@H](c2csc3ccccc23)C[C@H](OCCCCO)O1)N1CCN(Cc2ccc3c(c2)OCO3)CC1 | 0.63 | 0.8 | 7.9 | -2.3 | 1 | 0.8 | -6.5 | 1.1 | -10.6 | 1
CCn1c(Cc2cccs2)nnc1SCC(=O)NC(C)(C)C | 1.21 | 1.1 | 7.2 | -0.4 | 1.1 | 1.1 | -3.9 | 1 | -20.0 | 1
CCc1ccc(-n2c(=O)c3ccccc3n(CC(=O)NCc3ccco3)c2=O)cc1 | 1.24 | 1.1 | 15.0 | -8.6 | 1 | 1.1 | -5.2 | 1.1 | -18.5 | 1.1
CC(=O)NC(c1ccccc1)c1cc([N+](=O)[O-])c2cccnc2c1O (stereo not drawn) | 0.73 | 0.4 | 20.8 | -2.8 | 1 | 0.7 | 23.6 | 0.8 | 3.3 | 1
COc1ccc([N+](=O)[O-])cc1N(CC(=O)O)S(C)(=O)=O | 1.17 | 1 | 19.5 | -6.5 | 1.1 | 1 | -4.8 | 1 | -9.5 | 1.1
